Screening results (PubChem BioAssay)
TAAR1 ag – human TAAR1 agonists, primary screen, Fluo-8 calcium fluorescence, CHO RD-HGA16 cells; actives 0.99% (n = 360,000); Trace amine-associated receptor 1 (Homo sapiens), Q96RJ0; vehicle wells 0%, saturating PEA agonist 100%; activation, % at 3 µM; AID 624467, 2012;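 active means activation above the mean activation of all test compounds in the run plus 3 SD, cut at about 38% in these data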
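Test system: RD-HGA16 (CHO) cells co-expressing Gα16 and hTAAR1; dosing: one-point dosing at 3 µM (nominal); timing: 17-24 h seeding, 75 min 37 °C dye, 30 min RT; signal: kinetic Fluo-8 calcium fluorescence; read-out basis: % activation relative to PEA EC100 response; controls: DMSO and PEA EC100; replicates: n 1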
CHRM4 PAM – human M4 muscarinic receptor positive allosteric modulators, primary screen, CHO-K1 cells, Fluo-8 calcium fluorescence; Muscarinic acetylcholine receptor M4 (Homo sapiens), P08173; CHO-K1 hM4/Gqi5, ACh EC20; 0% = ACh EC20, 100% = maximal ACh; activation, % at 3 µM; actives 0.4% (n = 360,000);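 active means activation above its plate's cutoff, the mean activation of sample wells plus 3 SD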; further: some results filed as inactive read as strong as hits
Target sequence (P08173 whole entry, looked up): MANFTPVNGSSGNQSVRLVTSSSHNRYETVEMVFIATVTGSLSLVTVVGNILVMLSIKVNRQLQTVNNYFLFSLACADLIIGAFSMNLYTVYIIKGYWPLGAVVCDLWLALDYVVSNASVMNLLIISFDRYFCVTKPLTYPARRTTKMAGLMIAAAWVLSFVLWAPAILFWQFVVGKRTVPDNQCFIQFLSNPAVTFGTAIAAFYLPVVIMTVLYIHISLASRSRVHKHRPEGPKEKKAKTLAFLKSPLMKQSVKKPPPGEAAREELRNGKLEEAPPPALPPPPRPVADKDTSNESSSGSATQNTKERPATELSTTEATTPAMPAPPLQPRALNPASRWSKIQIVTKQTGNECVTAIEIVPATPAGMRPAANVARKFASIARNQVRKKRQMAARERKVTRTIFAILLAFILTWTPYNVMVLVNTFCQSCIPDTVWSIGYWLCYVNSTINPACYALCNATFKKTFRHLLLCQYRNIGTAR
CHO-K1 Ca PAM – nonselective calcium activators in parental CHO-K1 cells, primary screen, counter-screen for M1 PAM project, cell-based, Fluo-8 calcium fluorescence, full deck, 1536-well. AID 602247, 2012. actives 0.02% (n = 360,000). ATP EC20; 0% at ATP EC20, 100% at ATP max. activation, % at 3 µM;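 active means activation above the run cutoff, the mean activation of all test compounds plus 3 SD, cut at about 40% in these data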;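 further: peak over basal fluorescence ratio in a 140 s read after ATP addition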
TAAR1 antagonist – human TAAR1 antagonists, primary screen, Fluo-8 calcium fluorescence, CHO RD-HGA16 cells; actives 1.5% (n = 360,000); inhibition, % at 3 µM; Trace amine-associated receptor 1 (Homo sapiens), Q96RJ0; antagonist; AID 624466, 2012;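 active means inhibition above a per-plate cutoff, the mean inhibition of test compounds on that plate plus 3 SD, cut at about 49% in these data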;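 further: 0% = DMSO plus EC80 beta-PEA response and 100% = DMSO alone without agonist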
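Material: CHO RD-HGA16 cells bearing hTAAR1; compound dosing: one-point dosing, 3 µM nominal final; schedule: dye loading 75 min at 37 °C, then 30 min room temperature; measured by: calcium fluorescence with Fluo-8; control set: vehicle and agonist controls; replication: n of 1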
M5 PAM – human M5 muscarinic receptor positive allosteric modulators, primary screen, CHO-K1 cells, Fluo-8 calcium fluorescence | actives 0.3% (n = 360,000) | activation, % at 3 µM | Muscarinic acetylcholine receptor M5 (Homo sapiens), P08912 | CHO-K1 hM5, ACh EC20 PAM; 0% = ACh EC20, 100% = ACh EC100;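 active means activation above the run cutoff, the mean activation of all test compounds plus 3 SD, cut at about 18% in these data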
Target sequence (P08912 whole entry, looked up): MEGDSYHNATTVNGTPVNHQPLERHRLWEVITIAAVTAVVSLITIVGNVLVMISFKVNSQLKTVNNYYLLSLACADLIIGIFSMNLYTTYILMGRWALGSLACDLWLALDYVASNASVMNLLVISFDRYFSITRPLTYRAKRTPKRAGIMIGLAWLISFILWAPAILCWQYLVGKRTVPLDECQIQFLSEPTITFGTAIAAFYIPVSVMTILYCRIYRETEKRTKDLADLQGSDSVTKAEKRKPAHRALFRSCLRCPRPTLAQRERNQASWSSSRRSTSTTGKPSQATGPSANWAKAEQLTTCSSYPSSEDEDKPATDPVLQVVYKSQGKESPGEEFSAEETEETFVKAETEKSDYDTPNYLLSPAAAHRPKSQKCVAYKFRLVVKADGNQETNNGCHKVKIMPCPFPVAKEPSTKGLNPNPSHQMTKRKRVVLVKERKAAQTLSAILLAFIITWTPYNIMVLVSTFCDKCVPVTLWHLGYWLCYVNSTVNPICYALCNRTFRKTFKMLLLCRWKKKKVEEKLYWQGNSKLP
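System: CHO-K1 cell line with stable human muscarinic M5 receptor expression | Also added: EC20 acetylcholine as agonist stimulus | Compound: One concentration, 3 µM final (nominal) | Timing: Fluo-8 loading 80 min at 37 °C plus 30 min room temperature | Measured by: Fluo-8 calcium dye fluorescence, kinetic read | Read-out basis: % activation, ACh-normalized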
M5 ag – human M5 muscarinic receptor agonists, primary screen, CHO-K1 cells, Fluo-8 calcium fluorescence; CHO-K1 hM5 cells; 0% DMSO wells, 100% maximal acetylcholine response; activation, % at 3 µM; actives 0.19% (n = 360,000); AID 624037, 2012;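 active means activation above the run's mean over test compounds plus 3 SD, cut at about 23% in these data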;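 further: signal is peak over basal fluorescence ratio across the kinetic read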
CRFR2-BP antag – antagonists of CRF-BP/CRF-R2 complex, primary screen, cell-based, HEK293, calcium dye fluorescence, uHTS. CRF-induced calcium fluorescence. actives 0.59% (n = 350,000). inhibition, % at 11.8 µM;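 active means inhibition of the ligand-induced calcium signal above about 50% at the single tested concentration, limit read from the data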
CRFR2-BP ag – agonists of CRF-BP/CRF-R2 complex, primary screen, cell-based, HEK293, calcium dye fluorescence, uHTS. calcium dye fluorescence (FLIPR); percent of saturating CRF peptide response. activation, % at 13.2 µM. actives 0.46% (n = 350,000). AID 588473, 2011;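 active means activation of at least 50%, plus an integration ratio under a set limit after plate pattern correction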;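 further: plate controls were neutral control wells without compound for no effect and CRF at EC100 for full effect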
M5 antag – human M5 muscarinic receptor antagonists, primary screen, CHO cells, Fluo-8 calcium fluorescence | Muscarinic acetylcholine receptor M5 (Homo sapiens), P08912 | AID 624040, 2012 | inhibition, % at 3 µM | actives 0.59% (n = 360,000) | CHO-hM5 cells, ACh EC80;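 active means inhibition above a per-plate cutoff, the mean of that plate's test compounds plus 3 SD, cut at about 27% in these data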;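 further: 0% = acetylcholine EC80 with DMSO and 100% = DMSO without agonist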
The depositor's hits bear a star; x = no result given; & = joins results of further samples.

Results follow in this order: CRFR2-BP ag | M5 ag | M5 PAM | CRFR2-BP antag | CHO-K1 Ca PAM | CHRM4 PAM | M5 antag | TAAR1 ag | TAAR1 antagonist
- Cc1ccccc1-c1ccc(CN2CCN(C)C(CCO)C2)cc1 (stereo not drawn)
  2.2 | -4 | -7 | 2 | 6 | -5 | 11 | 7 | -20
- Cc1noc(C)c1NC(=O)N(C)C[C@H]1Oc2c(NS(=O)(=O)c3cccs3)cccc2C(=O)N([C@H](C)CO)C[C@@H]1C
  -1.2 | 1 | 10 | 3 | 4 | 11 | -13 | 7 | 11
- CCOc1ccccc1NC(=S)/C(=C(\[O-])c1ccc2c(c1)OCCO2)[n+]1ccc(CC)cc1
  0.3 | -4 | 0 | -6 | -5 | -3 | -3 | 4 | -8
- CCc1ccccc1NC(=O)c1ccc2c(O)c(S(=O)(=O)c3ccc(OC)cc3)c(=O)[nH]c2c1
  1.2 | -4 | -4 | 1 | -3 | 1 | 8 | 1 | -19
- COc1cc(NC(=S)NC(=O)c2ccco2)ccc1NC(=O)C(C)C
  -3.0 | 0 | 0 | 6 | -7 | -1 | 9 | 2 | -22
- O=C(NCCO)c1ccc(-c2nnc(N3CCOCC3)c3ccccc23)cc1
  -0.8 | -2 | 3 | 1 | -4 | 5 | -4 | 2 | 5
- COc1ccc(-n2nnc3c(=O)n(Cc4cc(C)ccc4C)cnc32)cc1
  0.6 | -1 | -1 | -20 | 24 | 1 | 3 | 31 | 21
- O=C(NCCc1c[nH]c2ccccc12)OCCCCOC(=O)NCCc1c[nH]c2ccccc12
  0.2 | 5 | -24 | 2 | 0 | -10 | 10 | 16 | 80*
- CC(C)c1ccc(NC(=O)c2cccc(Br)c2)cc1
  1.0 | -8 | -5 | -6 | 22 | -5 | 4 | -2 | 7
- CCC1C(=O)Nc2nc(-c3ccccc3)c(-c3ccccc3)n2N=C1C (stereo not drawn)
  1.9 | -2 | -5 | -11 | 7 | -3 | 0 | 6 | 11
- Cc1ccc(S(=O)(=O)Oc2ccc(/C=N/NC(=O)c3ccncc3)cc2)cc1
  4.3 | -3 | 3 | -17 | 3 | 0 | 2 | 8 | 37
- O=C(CSc1nnc(-c2cccs2)n1-c1ccccc1)NCC1CCCO1 (stereo not drawn)
  0.5 | -8 | 1 | 15 | 18 | 3 | -4 | 10 | 7
- O=C(N/C(=C\c1cccc([N+](=O)[O-])c1)C(=O)N(CCO)CCO)c1ccco1
  0.5 | -5 | -2 | 10 | -3 | 14 | -8 | 4 | 5
- O=C(Cn1c(NCCO)nc2ccccc21)NCCc1ccc(F)cc1
  -0.7 | -2 | -9 | 30 | 14 | 6 | -2 | 12 | -3
- CN1CCN(C(=O)CC2(CC(=O)O)CCCC2)CC1
  -0.7 | -4 | 5 | 7 | 21 | 10 | 1 | 4 | -2
- NC(=O)c1cc(-c2csc(-c3cccnc3)n2)ccc1O
  -0.8 | 0 | -4 | 1 | 8 | -3 | -1 | 3 | 5
- CCOC(=O)c1sc(NC(=O)C(C)Sc2nnc(N)s2)nc1C (stereo not drawn)
  -0.3 | 2 | 1 | -11 | 9 | 1 | 8 | 7 | 3
- COc1ccc(CCC(=O)NC(C)c2ccccc2)cc1OC (stereo not drawn)
  -0.7 | 0 | 2 | -6 | -8 | 12 | -1 | 1 | -3
- COc1ccc(Cl)cc1NC(=O)CSc1nc(-c2ccccc2)cc(=O)[nH]1
  -1.0 | -2 | -2 | 14 | -26 | -2 | 17 | 1 | -20
- COc1ccc(CNC(=O)/C(C#N)=C/c2cccc(OC)c2OC)cc1
  -1.2 | -6 | -5 | -29 | 0 | -2 | -2 | 1 | -3
- CCOP(=O)(OCC)c1nc(-c2ccc(C)cc2)oc1NCc1ccccc1
  -0.5 | -4 | 8 | -9 | 14 | 5 | -6 | 8 | -8
- O=C(CCl)Oc1ccc2occ(C(=O)c3cccs3)c2c1
  1.0 | 0 | -3 | 43 | 17 | 0 | -4 | -1 | -2
- COc1ccc(S(=O)(=O)CCc2nc3ccccc3s2)cc1
  -2.4 | 1 | 2 | -32 | 16 | -7 | -1 | -1 | -3
- Cc1cccc(C(CC(=O)O)NC(=O)C(F)(F)F)c1 (stereo not drawn)
  -1.5 | -1 | -1 | 0 | 21 | -2 | 4 | 1 | 10
- O=C(CN1C(=O)C2CCCCC2C1=O)Nc1ccc(S(=O)(=O)Nc2ncccn2)cc1 (stereo not drawn)
  -1.1 | -2 | -7 | 14 | -12 | -5 | 5 | 1 | 4
- COc1ccccc1C1C2C(=O)N(c3ccccc3)C(=O)C2ON1c1ccccc1 (stereo not drawn)
  0.8 | 0 | -16 | 10 | 8 | -8 | 14 | 16 | 50*
- Cc1ccc(-c2cc(C(F)F)n3ncc(C(=O)N4CCN5CCCC5C4)c3n2)cc1 (stereo not drawn)
  -1.3 | -5 | 4 | 9 | 11 | -3 | -9 | -2 | -6
- CCC(C)C(CO)NC(=O)/C=C/[C@H]1O[C@@H](n2cnc3c(NC(=O)c4ccccc4)ncnc32)[C@H](O)[C@@H]1O (stereo partly drawn)
  x | 0 | 0 | x | -3 | 13 | -7 | 3 | 30
- C/C(=N\NC(=O)c1csc(C)c1C)c1ccco1
  -1.9 | -3 | 0 | 9 | 12 | -3 | -2 | 5 | 13
- Cc1nn(C)c(C)c1S(=O)(=O)N(CC(=O)NCCN1CCOCC1)c1ccc(C(C)C)cc1
  3.5 | 1 | -2 | -5 | 19 | 1 | 2 | 0 | -1

The list goes on, overlapping the part above by 2 compounds.
Results follow in this order: CRFR2-BP ag | M5 ag | M5 PAM | CRFR2-BP antag | CHO-K1 Ca PAM | CHRM4 PAM | M5 antag | TAAR1 ag | TAAR1 antagonist
- C/C(=N\NC(=O)c1csc(C)c1C)c1ccco1
  -1.9 | -3 | 0 | 9 | 12 | -3 | -2 | 5 | 13
- Cc1nn(C)c(C)c1S(=O)(=O)N(CC(=O)NCCN1CCOCC1)c1ccc(C(C)C)cc1
  3.5 | 1 | -2 | -5 | 19 | 1 | 2 | 0 | -1
- O=S(=O)(NC1=NCCC1)c1ccc(F)cc1
  7.7 | -3 | 0 | -21 | 12 | 2 | -2 | 9 | -18
- Nc1c(N2CCCCC2)c2ccccc2oc1=O
  -1.3 | -1 | 5 | 12 | -2 | -1 | -12 | 7 | 14
- CC(=O)c1ccc(-n2ccnc2)cc1
  -1.0 | -3 | -4 | 19 | 2 | 3 | 10 | 3 | -30
- COc1ccc(S(=O)(=O)Nc2ccccc2C(=O)NC2CC2)cc1NC(C)=O
  -0.9 | 6 | 5 | 2 | -11 | 7 | -7 | 2 | -10
- CCN(CC)CC(=O)NN(Cc1ccccc1)c1ccccc1
  -1.0 | -16 | -4 | -1 | -14 | -9 | 2 | -1 | -24
- Nc1nc(CSc2ncn[nH]2)nc(Nc2ccc(F)cc2)n1
  1.7 | 0 | 0 | -13 | 23 | 7 | -4 | 2 | -26
- CCNC(=O)NC(=O)CSc1nc2ccccc2n1CC(C)C
  -1.9 | 0 | 0 | -5 | 10 | 3 | 5 | 4 | -1
- O=[N+]([O-])c1ccc(S(=O)(=O)NCC(c2cccnc2)N2CCc3ccccc3C2)cc1 (stereo not drawn)
  1.3 | -2 | -3 | -6 | 3 | 5 | 4 | 1 | 7
- S=C(Nc1ccc(Oc2ccccc2)cc1)N1CCOCC1
  -0.2 | 0 | -9 | 10 | 14 | -3 | 6 | 6 | 15
- CCC(=O)NC(=S)Nc1cccc(Cl)c1N1CCCC1
  3.2 | -5 | -11 | -16 | 4 | 12 | 18 | 3 | -20
- CCOc1ccc(C(=O)CCC(=O)Nc2cc(C)ccn2)cc1
  0.5 | 0 | 0 | -6 | 6 | 3 | 2 | 1 | -27
- CCOC(=O)C1=C(C)NC(C)=C(C(=O)OCC)C1C(=O)OC1CCOC1=O (stereo not drawn)
  -2.7&-0.3 | 2&2 | -3&-1 | 9&4 | 17&26 | 3&-4 | 11&2 | -1&3 | -13&-9
- COc1ccc(N2C(=O)/C(=C/c3cccs3)NC2=S)cc1
  -2.1 | 0 | 2 | -19 | 5 | -2 | -1 | 1 | -19
- COc1ccc(Cc2noc(CN3CCN(C4CCc5ccccc5C4)CC3)n2)cc1OC (stereo not drawn)
  -0.4 | -4 | -7 | -9 | -14 | -12 | 13 | 9 | -5
- Cc1ccc(Cl)cc1NC(=O)CN1CCN(C(=O)C2CCCO2)CC1 (stereo not drawn)
  -0.8 | 2 | -6 | -11 | -18 | -5 | 1 | 1 | -10
- CC(C)C[C@H](NC(=O)c1nc[nH]c1C(=O)N1CCN(c2ccccc2)CC1)C(=O)OC(C)(C)C
  -0.1 | 0 | 4 | -7 | -8 | 4 | 2 | 10 | -2
- COc1cc(CN(C(=S)NCC(=O)O)C2CCCC2)cc(OC)c1OC
  -0.3 | -1 | -3 | 15 | 3 | -6 | 9 | 2 | 12
- O=C(O)c1ccc(COc2ccc3ccccc3c2/C=C2/NC(=O)N(c3ccccc3)C2=O)cc1
  0.7 | 0 | -2 | 3 | 11 | -2 | 5 | 10 | 28
- O=C(NCc1cccs1)c1ccc(N2CCCC2=O)cc1
  0.3 | -2 | 22* | 0 | -5 | 1 | 6 | 9 | -6
- CC(=O)N/C(=C\c1cccs1)C(=O)O
  -0.8 | -2 | -6 | 6 | 13 | -1 | 0 | 1 | 3
- Cn1c(=O)c2c(-c3ccccc3)n(-c3ccccc3F)cc2n(C)c1=O
  x | 1 | -8 | x | -2 | -3 | 5 | 4 | 1
- Nc1nc(N2CCN(C(=O)c3ccco3)CC2)nc2ccccc12
  -0.3 | -4 | -4 | 8 | 19 | -8 | 0 | 8 | -22
- CCOC(=O)COc1ccc(Oc2nc(C)cc(OC)n2)nn1
  1.8 | -2 | -1 | -11 | 22 | 20 | 0 | 10 | 9
- Cc1cccc(-c2nc(Nc3cccc(O)c3)c3ccccc3n2)c1
  -0.7 | 2 | -2 | -7 | 1 | -6 | 9 | 3 | 27
- COc1ccc(NC(=O)Nc2ccncc2)c(OC)c1
  0.0 | 2 | 6 | 3 | 16 | -3 | 3 | 13 | -14
- COc1ccc(CNC(=O)c2sc(=S)n(-c3ccc(OC)cc3)c2N)cc1
  -0.9 | -3 | -5 | 66* | 18 | -9 | 6 | x | x

An unsorted share of the library, and some 4.2% of all compounds hit somewhere here.
